# E-sel inducer: E-selectin induction in HUVECs, primary screen, imaging, HUVEC, immunofluorescence imaging, single point | normalized: neutral wells 0, TNF-alpha wells 100 | activation, % at 7.58 µM | 260,000 compounds, 0.37% hits | P16581;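 active = mean E-selectin-positive cell signal at least 10% of the positive control, reached in at least 60% of replicates, without over 20% cell loss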;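 also: in these data hits start at about 27%; measured in HUVEC primary endothelial cells; signal is the percent of cells scored E-selectin positive by PE staining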
#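 assay system = HUVEC, human umbilical vein endothelial cells | input = 3,000 HUVEC seeded per well | medium = EGM-2 growth medium on 0.1% gelatin-coated wells | dosing = one compound dose added by pin transfer | signal = immunofluorescence imaging | read-out basis = % PE-positive cells | control set = TNF-alpha, DMSO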
# esBAF inh: Bmi1 luciferase reporter increase in mESCs, primary screen, esBAF inhibitor project, mouse ES cells, Bmi1 luciferase knock-in, single point; 24 h; 100% = twice the neutral-well signal; reporter increase, % at 12.5 µM; 350,000 compounds, 2% hits; AID 602393, 2012; in the data active = activation above about 40%;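 also: 0% = median of the plate's neutral control wells and 100% = double that signal; a rise in the Bmi1 reporter signal indicates esBAF inhibition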
# FN deposit inh: inhibitors of fibronectin matrix deposition, primary screen, AH1F cells, Alexa488-fibronectin fluorescence, plate reader | 350,000 compounds, 0.086% hits | AH1F fibroblasts, overnight | inhibition, % at 12.6 µM;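 active = mean inhibition across replicates of 30% or more, regardless of how many single replicates reach that level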;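 also: positive control wells lacked labelled fibronectin entirely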
#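 Material – AH1F fibroblast monolayer, labelled fibronectin deposition · Reagent – labelled fibronectin 24 nM · Timing – 1 h adhesion, overnight exposure · Measured by – fluorescence at 485 nm excitation, 525 nm emission · Read-out – inhibition of fibronectin deposition signal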
# Xi reactivation: activators of inactive X chromosome reactivation, primary screen, imaging, XiGFP fibroblasts, GFP high-content imaging, set 2; XiGFP mouse fibroblasts, % GFP-positive cells imaging, 3 d; cells co-treated with 5-aza-dC sensitizer; scaled so ellipticine positive control = 100%; 360,000 compounds, 0.055% hits; activation, % at 7.58 µM;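 active = mean normalized replicate activation at least 10% and every replicate at or above 10%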;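 also: 0% = median of on-plate neutral control wells and 100% = ellipticine 6 µM median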
#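 System: XiGFP fibroblasts, SV40-immortalized. Medium: DMEM plus 5-aza-dC sensitizer. Doses: single point. Timing: 3 d treatment, 15 min room-temperature fixation. Control set: ellipticine 6 µM.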
# RAD52 inh: RAD52 DNA annealing inhibitors, primary screen, biochemical, FRET, single point, set 2 | AID 651710, 2012 | inhibition, % at 18.7 µM | DNA repair protein RAD52 homolog (Homo sapiens), P43351 | recombinant RAD52 DNA annealing, FRET fluorescence | 360,000 compounds, 0.46% hits;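 active = every replicate showing at least 50% inhibition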
# EWS-Fli inh: EWS/Fli-driven NR0B1 reporter inhibitors, primary screen, A673 cells, NR0B1 luciferase, luminescence, MLPCN library; inhibition, % at 12.6 µM; 350,000 compounds, 0.67% hits; viability-normalised;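 active = mean inhibition of at least 50% after viability correction, with every replicate also passing that limit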;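 also: firefly luciferase signal divided by Alamar Blue viability fluorescence both relative to DMSO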
# RAD54 inh: inhibitors of human RAD54 branch migration, primary screen, biochemical, fluorescence, single point | RAD54 Holliday junction branch migration, FAM/BHQ fluorescence | DNA repair and recombination protein RAD54-like (Homo sapiens), Q92698 | inhibition, % at 10.4 µM | AID 602329, 2012 | 360,000 compounds, 0.14% hits;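 active = mean normalized replicate activity at least 40 and at least half of replicates scoring 40 or more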;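 also: 0% = median of neutral control wells and 100% = median of positive control wells; inhibitors cause a drop in the FAM fluorescence signal; in these data hits start at about 50%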
# Target sequence (Q92698 whole entry, looked up): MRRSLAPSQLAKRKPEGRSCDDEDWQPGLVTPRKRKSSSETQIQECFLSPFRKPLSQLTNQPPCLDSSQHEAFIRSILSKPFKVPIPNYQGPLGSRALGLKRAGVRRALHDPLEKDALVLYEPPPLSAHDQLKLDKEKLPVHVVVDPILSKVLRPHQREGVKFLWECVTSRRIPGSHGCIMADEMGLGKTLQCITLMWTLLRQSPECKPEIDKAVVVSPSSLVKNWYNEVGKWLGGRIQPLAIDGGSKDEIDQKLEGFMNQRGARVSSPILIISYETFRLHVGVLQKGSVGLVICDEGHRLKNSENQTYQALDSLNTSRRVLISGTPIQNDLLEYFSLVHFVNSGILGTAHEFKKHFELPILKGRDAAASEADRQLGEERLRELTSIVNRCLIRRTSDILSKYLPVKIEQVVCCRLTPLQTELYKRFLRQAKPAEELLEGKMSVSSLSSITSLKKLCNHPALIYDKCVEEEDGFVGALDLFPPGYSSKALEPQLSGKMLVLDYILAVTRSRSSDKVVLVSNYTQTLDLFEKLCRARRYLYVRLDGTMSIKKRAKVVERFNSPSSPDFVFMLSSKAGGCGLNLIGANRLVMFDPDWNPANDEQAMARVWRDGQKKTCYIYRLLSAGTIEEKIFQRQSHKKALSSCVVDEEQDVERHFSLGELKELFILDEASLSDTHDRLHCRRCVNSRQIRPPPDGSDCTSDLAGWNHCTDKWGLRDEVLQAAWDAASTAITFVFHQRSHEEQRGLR
# S100A4 MyoIIA: inhibitors of S100A4-myosin IIA peptide binding, primary screen, biochemical, fluorescence polarization, TAMRA-MyoIIA peptide; 360,000 compounds, 0.14% hits; AID 652163, 2013; inhibition, % at 10.7 µM;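 active = mean inhibition of at least 70% across replicates, with every replicate also reaching that level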
# Target sequence (P26447 whole entry, looked up): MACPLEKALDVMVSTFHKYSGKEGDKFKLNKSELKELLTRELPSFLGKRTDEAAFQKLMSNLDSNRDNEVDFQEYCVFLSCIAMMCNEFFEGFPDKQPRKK
#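 incubation = readout 5 min after mixing, signal stable up to 60 min | system = S100A4 monomer protein | buffer or medium = HEPES pH 7.2 with CaCl2, KCl, NaCl, DTT, Triton | benchmarks = neutral control DMSO, positive control TFP | also added = fluorescent myosin IIA peptide, 5 nM | compound dosing = one concentration per compound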
# The depositor's hits bear a star; . = no result given. Only part of the results is shown (hit frequency here may not be typical).
SMILES,E-sel inducer,esBAF inh,FN deposit inh,Xi reactivation,RAD52 inh,EWS-Fli inh,RAD54 inh,S100A4 MyoIIA
Brc1ccc2[nH]cc(C=NN3CCCCCC3)c2c1,0.6,17,-4,0.0,-6,10,0,-1
CCCCC(C)C(OC(=O)CC(CC(=O)O)C(=O)O)C(CC(C)CC(O)CCCCC(O)CC(O)C(C)N)OC(=O)CC(CC(=O)O)C(=O)O (stereo not drawn),.,-6,.,.,-16,1,-18,-1
O=C(O)Cc1cnc[nH]1,-0.1,0,5,0.1,10,-5,-8,-1
O=P(N[C@@H](c1ccccc1)[C@@H]1C[C@H]1CO)(c1ccccc1)c1ccccc1,-0.2,7,-2,-0.3,-8,3,1,-5
C[C@]12CCC3C(CC[C@H]4[C@H](O)[C@H](O)CC[C@]34C)C1CCC2=O (stereo partly drawn),3.9,.,3,0.0,-7,-6,-3,1
CCOc1cc(C2C(C#N)=C(N)Oc3c2c(=O)oc2ccccc32)ccc1OC(=O)c1cccs1 (stereo not drawn),.,.,0,0.2,-15,1,.,2
NC(N)=N/N=C/c1ccc(N(c2ccccc2)c2ccccc2)cc1,1.4,-16,4,0.0,89*,58*,0,3
O=c1[nH]c(=O)n(-c2ccc(Cl)cc2)c(O)c1C=Nc1ccc(S(=O)(=O)Nc2nccs2)cc1,-0.1,.,-2,0.0,.,.,-34,.
Cc1cccn2c(=O)c3c(nc12)N1CCCCCC1C1(C3)C(=O)N(C)C(=O)N(C)C1=O (stereo not drawn),55*,.,-7,0.0,-39,-4,2,-3
COC(=O)[C@@H]1N=C(c2ccc(OC)cc2)O[C@]12C(=O)N(Cc1ccccc1)c1ccccc12,7.0,.,9,0.0,-16,8,.,-2
CC(C)(O)/C=C/C(=O)C(C)(O)C1C(O)CC2(C)C3CC=C4C(C=C(O)C(=O)C4(C)C)C3(C)C(=O)CC12C (stereo not drawn),-0.9,.,46*,0.1,-17,30,.,9
O=C1C2(Cl)C3(Cl)C4(Cl)C(Cl)(Cl)C5(Cl)C3(Cl)C1(Cl)C5(Cl)C24Cl (stereo not drawn),.,9,.,.,0,-5,1,24
O=C(N/N=C/c1c(O)n(CCc2ccccc2)c(=O)[nH]c1=O)c1ccccc1O,-0.3,.,1,0.1,-193,2,.,5
NNC(=O)CN1C(=O)CN=C(c2ccccc2)c2cc(Br)ccc21,2.9,.,4,0.0,-11,3,.,1
ClCCN(CCCl)c1ccc(-n2cnc3c(Cl)ncnc32)cc1,-0.4,1,-5,0.1,-16,55*,6,-1
COC(=O)C(Cc1ccc(N(CCCl)CCCl)cc1)N=Cc1ccccc1O (stereo not drawn),0.6,-9,-4,0.0,-1,67*,-12,-7
COc1ccc(S(=O)(=O)N2CCOCC2)cc1NC(=O)COC(=O)Cc1ccccc1,4.1,4,-2,0.1,-8,1,0,9
CCN1CCN(C(=O)Cc2ccccc2OC)CC1,.,.,2,0.1,-1,0,.,-2
C=CCN1C(=O)NC(=O)C(CCc2ccncc2)(CCc2ccncc2)C1=O,.,-8,-1,0.0,-14,-5,.,0
C=CCN1CC[C@]23c4c5ccc(O)c4O[C@H]2/C(=N/NC(=O)c2ccccc2)CC[C@@]3(O)[C@H]1C5,-0.4,3,8,0.1,-7,-1,-6,0
Cc1cnc(-n2c(=S)[nH]c3ccccc3c2=O)s1,.,1,-14,0.0,2,8,5,-2
CC1(C)N2CC3([N+](=O)[O-])CN1CC([N+](=O)[O-])(C2)C3,3.1,3,-5,0.0,-1,-14,.,-10
CC1CCC2C(C)C(=O)OC3OC4(C)CCC1C32OO4 (stereo not drawn),.,1,15,-0.1,-6,18,11,6
COc1ccc(N/N=C/c2c(O)n(-c3cccc(C)c3)c(=O)[nH]c2=O)cc1,3.5,0,10,0.2,-8,16,-1,-14
CCOC(=O)c1ccc(NC(=O)N2C[C@@H]3C[C@@H](C2)c2cccc(=O)n2C3)cc1,.,-3,.,.,-2,2,5,0
CCC1=Nc2cc(C(=O)N3CCC4(CC3)OCCO4)ccc2Sc2ccccc21,0.3,.,4,2.2,-14,.,.,-3
Cn1c(O)c(C=NC2CC(C)(C)NC(C)(C)C2)c(=O)n(C)c1=O,.,-5,.,.,-11,3,0,4
CCOC(=O)c1cc2cc(OC)ccc2n1C1CCN(Cc2ccccc2)CC1,0.2,.,.,0.4,7,-10,.,-1
C=Cn1ccnc1P(=S)(c1ccccc1)c1nccn1C=C,.,.,4,0.7,-22,4,.,-4
CC(C)(C)C(=O)c1cn(CC(=O)NCc2ccco2)c2ccccc12,2.8,.,1,-0.1,-1,-95,.,-12

# Three entries already listed, ordered by length of the SMILES, largest number first.
SMILES,E-sel inducer,esBAF inh,FN deposit inh,Xi reactivation,RAD52 inh,EWS-Fli inh,RAD54 inh,S100A4 MyoIIA
CCOC(=O)c1ccc(NC(=O)N2C[C@@H]3C[C@@H](C2)c2cccc(=O)n2C3)cc1,.,-3,.,.,-2,2,5,0
CC1(C)N2CC3([N+](=O)[O-])CN1CC([N+](=O)[O-])(C2)C3,3.1,3,-5,0.0,-1,-14,.,-10
CC1CCC2C(C)C(=O)OC3OC4(C)CCC1C32OO4 (stereo not drawn),.,1,15,-0.1,-6,18,11,6

# An excerpt from above, reduced to FN deposit inh, RAD52 inh and Xi reactivation:
canonical_smiles	FN deposit inh	RAD52 inh	Xi reactivation
CC1(C)N2CC3([N+](=O)[O-])CN1CC([N+](=O)[O-])(C2)C3	-5	-1	0.0
CC1CCC2C(C)C(=O)OC3OC4(C)CCC1C32OO4 (stereo not drawn)	15	-6	-0.1
COc1ccc(N/N=C/c2c(O)n(-c3cccc(C)c3)c(=O)[nH]c2=O)cc1	10	-8	0.2
CCOC(=O)c1ccc(NC(=O)N2C[C@@H]3C[C@@H](C2)c2cccc(=O)n2C3)cc1	.	-2	.
CCC1=Nc2cc(C(=O)N3CCC4(CC3)OCCO4)ccc2Sc2ccccc21	4	-14	2.2
Cn1c(O)c(C=NC2CC(C)(C)NC(C)(C)C2)c(=O)n(C)c1=O	.	-11	.

# Next section
SMILES,E-sel inducer,esBAF inh,FN deposit inh,Xi reactivation,RAD52 inh,EWS-Fli inh,RAD54 inh,S100A4 MyoIIA
CN1CCc2nc3sc(C(=O)NC4CC4)c(N)c3cc2C1,.,.,.,0.1,50,-7,.,-7
COc1cc(O)c(C(=O)O)c(-c2cc(O)c(O)cc2C)c1,.,1,.,.,-4,8,0,0
Cn1c(O)c(C(=Nc2ccccc2)SCc2ccccc2Cl)c(=O)n(C)c1=O,-0.2,.,-5,0.0,-15,7,1,-7
COC1=CC=C2[C@H]3Cc4ccc(OC)c5c4[C@@]2(CCN3C)C1O5 (stereo partly drawn),.,8,.,.,-8,0,-12,8
CN1C(=O)CN=C(c2ccccc2Cl)c2cc(Br)ccc21,-0.3,4,2,0.0,-14,9,-2,-3

# Whole records, quoted from the list. Order of screens: E-sel inducer | esBAF inh | FN deposit inh | Xi reactivation | RAD52 inh | EWS-Fli inh | RAD54 inh | S100A4 MyoIIA
# COC1=CC=C2[C@H]3Cc4ccc(OC)c5c4[C@@]2(CCN3C)C1O5 (stereo partly drawn) is listed with . | 8 | . | . | -8 | 0 | -12 | 8
# COc1cc(O)c(C(=O)O)c(-c2cc(O)c(O)cc2C)c1 is listed with . | 1 | . | . | -4 | 8 | 0 | 0
# Cn1c(O)c(C(=Nc2ccccc2)SCc2ccccc2Cl)c(=O)n(C)c1=O is listed with -0.2 | . | -5 | 0.0 | -15 | 7 | 1 | -7
# CN1CCc2nc3sc(C(=O)NC4CC4)c(N)c3cc2C1 is listed with . | . | . | 0.1 | 50 | -7 | . | -7

# Compound activity (PubChem)
